# miR-122 sensor – inhibitors of miR-122 in Huh7 cells; Huh7 miR-122 Renilla luciferase sensor, 48 h; neutral wells = 0, positive control = 100; activation (reporter increase), % at 12.5 µM; 0.3% of 340,000 active;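 active = mean replicate activation score at least 90 and every replicate individually at or above 90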;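 also: higher luciferase means less miR-122 activity so hits act as miR-122 inhibitors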
# EWS-Fli inh – blocks EWS/Fli oncoprotein-driven transcription. A673 NR0B1-luciferase reporter, viability-normalised. inhibition, % at 12.6 µM. 0.67% of 350,000 active;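 active = mean inhibition of at least 50% after viability correction, with every replicate also passing that limit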;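 also: firefly luciferase signal divided by Alamar Blue viability fluorescence both relative to DMSO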
# LGR2 antag – Drosophila LGR2 receptor signaling inhibition; inhibition, % at 9.99 µM; AID 720647; HEK293 LGR2, CRE-luciferase, bursicon-stimulated, 4 h; 0.35% of 380,000 active;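 active = drop in luminescence signal, shown as inhibition above about 50% in the replicate tests, limit read from the data, passing the limit was not always enough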;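 also: agonist challenge used bursicon conditioned medium at about half maximal strength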
# FN deposition inh – fibronectin deposition inhibition; AH1F fibroblasts, Alexa488-fibronectin deposition fluorescence, overnight; inhibition, % at 12.6 µM; 0.086% of 350,000 active;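 active = mean inhibition across replicates of 30% or more, regardless of how many single replicates reach that level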;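 also: positive control wells lacked labelled fibronectin entirely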
#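 test system = AH1F fibroblasts assembling fluorescent fibronectin matrix | quantity = 10000 AH1F cells per well | buffer or medium = DMEM plus 2% serum, read in PBS | doses = single dose, pinned | incubation = 1 h cell attachment, overnight exposure to compound and label | detection = fluorescence at 485 nm excitation, 525 nm emission | read-out basis = inhibition from reduced deposited-fibronectin fluorescence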
# PAX8 inh HTS – PAX8 transcriptional activity inhibition; RMG-I TPO-luciferase reporter, SteadyGlo, 24 h; inhibition, % at 12.6 µM; 1.2% of 360,000 active; AID 652154;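 active = mean replicate inhibition at least 60% with every replicate also reaching 60%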;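 also: luciferase light reporting Pax8 driven TPO promoter activity; plate controls were median of neutral control wells for no effect and mitoxantrone controls for full effect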
# PGC1a acetyl inh – modulators of PGC1a acetylation. U2OS PGC1a acetylation, AlphaScreen anti-acetyl-lysine; with virally co-expressed GCN5 acetyltransferase. inhibition, % at 15.6 µM. 0.17% of 350,000 active. AID 651687;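 active = every replicate shows inhibition of at least 40%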;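 also: 0% = neutral control wells and 100% = positive control wells; some results beyond the cut were filed as inactive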
# CASP6 VEID inh – blocks human caspase-6 cleavage activity | P55212 | purified caspase-6, Z-VEID-R110 cleavage fluorescence | inhibition, % at 12.5 µM | 0.53% of 350,000 active;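 active = mean inhibition across replicates at least about 35%, with every replicate also reaching that limit, limit read from the data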;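 also: 0% = median of neutral control wells and 100% = no fluorescence left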
# Target sequence (P55212 24-179 limits assumed): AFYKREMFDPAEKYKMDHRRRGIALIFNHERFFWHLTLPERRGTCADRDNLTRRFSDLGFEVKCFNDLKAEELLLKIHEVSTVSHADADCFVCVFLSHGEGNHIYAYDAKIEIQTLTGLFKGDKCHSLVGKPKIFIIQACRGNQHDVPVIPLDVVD
# Target sequence (P55212 194-293 limits assumed): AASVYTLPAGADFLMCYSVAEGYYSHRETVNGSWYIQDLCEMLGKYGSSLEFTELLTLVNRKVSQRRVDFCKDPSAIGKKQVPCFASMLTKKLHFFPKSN
# Cneo AK release – Cryptococcus neoformans lysis via adenylate kinase release. lysis activity, % at 15 µM. C. neoformans lysis, adenylate kinase release luminescence, 4 h; normalised: neutral wells 0, clomiphene wells 100. 0.2% of 360,000 active;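 active = mean lysis activity across replicates of at least 80%, whatever share of replicates individually reach that level; inactive = mean lysis activity below 80%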
#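 Material: C. neoformans cells; Schedule: 4 h static compound exposure, 37 °C, read 1 h post-reagent; Measured by: adenylate kinase release luminescence; Read-out: signal increase indicating cell lysis; Controls: Clomiphene as positive lysis control.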
# * hit, by the source's call; x = not tested or not shown; & = joins results of further samples; [ ] = dose if it differs, or a comment.
mol	miR-122 sensor	EWS-Fli inh	LGR2 antag	FN deposition inh	PAX8 inh HTS	PGC1a acetyl inh	CASP6 VEID inh	Cneo AK release
CC(C)CN(C(=O)CSc1nnnn1C)C1CCS(=O)(=O)C1 (centres undefined)	x	7	13	8	3	-4	-3	x
Cc1ccccc1NC(=O)COC(=O)CCSc1ccccc1	x	4	-19	4	16	x	1	x
COC(=O)CNc1cc(S(=O)(=O)N2CCCCC2)ccc1Oc1cccc(C)c1	-1	1	-4	4	-33	-7	0	0
CC(C)Oc1ccc(CSc2ncn[nH]2)cc1	-4	-46	-13	-1	-91	24	x	x
Cc1ccc(-c2cn(-c3ccccc3F)c(=S)[nH]2)cc1	-6	-71	-128	1	-92	-1	0	2
O=C(NCCC(=O)N1CCN(S(=O)(=O)c2ccccc2F)CC1)Nc1ccccc1	-13	-1	-6	-3	-7	9	1	5
COc1ccc(CN2[C@@H](CO)[C@@H]3c4ccccc4N(C(=O)Nc4ccccc4)C[C@@H]32)cc1	-10[16.7 µM]	-10	-18	15	-28	-6	-3	0
Cc1coc2cc3oc(=O)c(CCC(=O)NCC(=O)O)c(C)c3cc12	12	3	13	-14	1	6	0	0
CC(C)NC(=O)Nc1ccc2c(c1)CC(=O)N([C@H](C)CO)C[C@@H](C)[C@H](CN(C)CC1CCCCC1)O2	11[16.7 µM]	1	13	x	8	x	1	8
COc1ccc(C(=O)/C(=C/N(C)C)S(=O)(=O)c2ccccc2)cc1	x	-71	-31	-3	-60	x	-3	x

# (continued)
mol	miR-122 sensor	EWS-Fli inh	LGR2 antag	FN deposition inh	PAX8 inh HTS	PGC1a acetyl inh	CASP6 VEID inh	Cneo AK release
O=C(C[C@@H]1C[C@H]2c3cc(NC(=O)Cc4ccncc4)ccc3O[C@H]2[C@H](CO)O1)NCc1ccccn1	1[16.7 µM]	0	-18	x	-6	0	1	-3
O=C(Cc1ccccn1)N1CC(=O)N2[C@@H](CO)[C@H](c3ccc(C#CC4CCCCC4)cc3)[C@@H]2C1	x	2	-21	-8	1	3	4	x
COc1ccc(S(=O)(=O)Nc2ccccn2)c(C)c1C	27	x	x	9	14	-6	x	1
CCOC(=O)c1cc(=O)c2c([N+](=O)[O-])ccc(OC)c2o1	3	2	-5	5	47	x	-1	1
O=C(N/N=C/c1ccco1)c1cc([N+](=O)[O-])cc([N+](=O)[O-])c1	x	82*	21	x	-15	x	6	x
CCOc1ccc(CCN2C(=O)CCC2(C)C(=O)NC(C)CC)cc1OCC (centres undefined)	22	x	-33	x	x	1	1	0
Cc1ccc(CN2C(=O)CCC2C(=O)N2CCN(c3ccccc3)CC2)cc1 (centres undefined)	3	0	-9	10	26	-21	-1	x
C/C=C(/C(=C/C)c1ccc(O)cc1)c1ccc(O)cc1	2	1	1	-6&-12	3	-6	-1	-1
Cc1cccc(NC(=O)/C(C#N)=C/c2ccc(Sc3ccccc3)o2)c1C	x	-5	16	-20	3	x	2	x
Cc1cc(NC(=O)CSc2nnc(NCc3ccccc3)s2)no1	7	-1	2	2	-1	4	0	-2

# (further entries)
mol	miR-122 sensor	EWS-Fli inh	LGR2 antag	FN deposition inh	PAX8 inh HTS	PGC1a acetyl inh	CASP6 VEID inh	Cneo AK release
Cc1ccccc1-c1ccc([C@H]2[C@H](CO)N3C(=O)CN(C(=O)Cc4ccccn4)C[C@@H]23)cc1	x	11	3	x	-22	4	0	x
COc1cc(/C=C2\NC(=O)NC2=O)cc(Br)c1OC	4	-3	6	2	-5	x	4	0
O=C(COC(=O)c1cccs1)Nc1cc(S(=O)(=O)N2CCOCC2)ccc1Cl	x	7	3	-9	0	x	-1	x
C[C@@H]1CN([C@@H](C)CO)C(=O)Cc2cc(NS(=O)(=O)c3cccs3)ccc2O[C@@H]1CN(C)Cc1ccc(C(F)(F)F)cc1	14[16.7 µM]	4	5	x	-22	1	0	-1
O=C(Nc1ccccc1F)c1ccc2sc([C@H]3C[C@H](O)[C@@H](CO)O3)nc2c1	-3	-88	-28	10	-130	x	1	-2
Cc1cc(/C=N/n2cnnc2)c(C)n1-c1ccc(C(=O)O)cc1	7	x	x	9	x	17	x	0
CCn1nnnc1-c1ccc(OC)c(S(=O)(=O)N2CCCCC2)c1	-3	x	x	9	11	6	x	0
O=C(NC(CCl)c1ccccc1)c1ccc(Cl)cc1 (centres undefined)	0	3	-9	-2	-15	0	1	0
O=C1N/C(=C/c2ccco2)C(=O)N1Cc1ccccc1F	x	x	1	1	-16	x	11	x
CC(=O)N1CC2(C1)[C@@H](c1ccccc1)[C@@H](CO)N2C(=O)c1ccncc1	x	-2	11	x	-9	0	-1	x

# Additional results
mol	miR-122 sensor	EWS-Fli inh	LGR2 antag	FN deposition inh	PAX8 inh HTS	PGC1a acetyl inh	CASP6 VEID inh	Cneo AK release
Cc1cc(C(=O)Nc2cccc3c2O[C@@H](CN(C)C(=O)NC2CCCCC2)[C@@H](C)CN([C@H](C)CO)C3=O)n(C)n1	0[16.7 µM]	2	-10	19	7	4	0	-14
CC1CC(C)CN(C(=O)c2ccc3c(c2)OCCO3)C1 (centres undefined)	-3	-3	4	1	-3	-8	-29	-2
CN(C)C(=O)c1ccc(-c2ccc([C@@H]3[C@H](C#N)N(C(=O)C4CCC4)[C@H]3CO)cc2)cc1	x	-8	-4	3	-8	-12	2	2
Brc1ccc(-c2nc3c4ccccc4ccn3c2Cc2ccccc2)cc1	6	-21	-25	5	30	-3	0	x
CN(C(=O)COC(=O)C1CSC2(C)CCC(=O)N12)c1ccccc1 (centres undefined)	-1	-7	4	5	-6	9	-4	-3
CN(C)N1C(N)=C(C#N)C(c2ccc(Cl)cc2)C2=C1CCCC2=O (centres undefined)	-2	9	-15	10	2	1	3	0
O=C(Cn1c(N2CCN(C/C=C/c3ccccc3)CC2)nc2ccccc21)c1ccccc1	x	-2	x	3	7	x	-1	x
CC(=O)N1[C@@H]2Cn3c(ccc(C4=CCCC4)c3=O)[C@H]1[C@@H](C(=O)NCC1CC1)[C@@H]2CO	x	-8	-2	x	x	0	2	x
Clc1nccnc1N/N=C/c1ccc(Br)cc1	x	-109	-82	0	-114	x	5	-4
COCC(C)n1c(SCc2ccc(OC)c(F)c2)nc2ccccc2c1=O (centres undefined)	x	3	-1	-2	5	0	4	x

# Further entries.
mol	miR-122 sensor	EWS-Fli inh	LGR2 antag	FN deposition inh	PAX8 inh HTS	PGC1a acetyl inh	CASP6 VEID inh	Cneo AK release
NCCC(=O)N1c2ccccc2Sc2ccc(Cl)cc21	4	8	-1	10	4	0	-4	1
Nc1c(N(CCO)C(=O)c2ccccc2OCc2ccccc2Cl)c(=O)[nH]c(=O)n1Cc1ccccc1	-15	-9	1	4	13	5	-2	-1
Cc1nc2cc(NC(=O)N3CCCC3)ccc2n1C	0	-2	-9	-1	-6	1	5	0
COc1ccc(C2CC(=O)C(c3cccc(Cl)c3)=CN2Cc2ccccc2)cc1 (centres undefined)	x	8	2	-2	-15	x	7	x
Cc1noc(C)c1S(=O)(=O)Nc1cccc2c1O[C@H](CN(C)S(=O)(=O)c1cn(C)cn1)[C@H](C)CN([C@H](C)CO)C2=O	5[16.7 µM]	-1	12	x	x	0	-3	-8
Cc1noc(C)c1S(=O)(=O)Nc1ccc2c(c1)CC(=O)N([C@H](C)CO)C[C@H](C)[C@H](CN(C)Cc1ccc3c(c1)OCO3)O2	1[16.7 µM]	0	-3	x	-12	4	1	0
Nc1nc2ccccc2cc1C(=O)NCc1ccc(-c2ccccc2)cc1	x	28	3	-5	40	x	1	x
O=Cc1c[nH]c2ccc(NC(=O)OCc3ccccc3)cc12	x	-38	7	-3	-17	8	0	1
Cc1cccc(CNC(=O)c2sc(=O)n(Cc3ccccc3C)c2C)c1	x	-5	-5	-6	2	x	-2	1
CCS(=O)(=O)N1CCCCN2[C@H](CO)[C@H](c3ccc(-c4ccc(C#N)cc4)cc3)[C@@H]2C1	18[16.7 µM]	0	0	x	16	0	3	2

# Looked up above.
# In EWS-Fli inh, `COCC(C)n1c(SCc2ccc(OC)c(F)c2)nc2ccccc2c1=O` (centres undefined) is entered as 3
# In FN deposition inh, `Clc1nccnc1N/N=C/c1ccc(Br)cc1` is entered as 0
# In FN deposition inh, `O=C(Cn1c(N2CCN(C/C=C/c3ccccc3)CC2)nc2ccccc21)c1ccccc1` is entered as 3

# (next part)
mol	miR-122 sensor	EWS-Fli inh	LGR2 antag	FN deposition inh	PAX8 inh HTS	PGC1a acetyl inh	CASP6 VEID inh	Cneo AK release
CCOC(=O)N1CCN(S(=O)(=O)N2CCCC(C(=O)NCCc3ccc(OC)c(OC)c3)C2)CC1 (centres undefined)	-1	x	1	-11	-11	-4	0	3
Cc1ccc(SCC(=O)OCC(=O)NCc2cccs2)cc1	-4	-4	13	0	12	-2	-1	0
Cc1ccc(CN2C3CCCC2CC(NC(=O)c2ccc(F)cc2)C3)cc1 (centres undefined)	x	8	4	-1	11	x	-2	-2
O=C(C[C@@H]1CC[C@H](NC(=O)C2CCC2)[C@@H](CO)O1)NCC1CC1	-6[16.7 µM]	0	-7	1	-6	7	1	-10
CC(C)CC#Cc1ccc2c(c1)O[C@H](CN(C)C(=O)c1ccncc1)[C@@H](C)CN([C@@H](C)CO)S2(=O)=O	-8[16.7 µM]	2	-10	-11	x	-8	-2	1
CN(C(=O)c1cc(COc2ccc(F)cc2Cl)on1)C1CCOC1 (centres undefined)	-15	-13	-13	x	-5	x	1	0
CCCNC(=O)CC(NS(=O)(=O)c1ccc(NC(C)=O)cc1)C(C)C (centres undefined)	-1	0	14	1	-10	6	6	2
C/C(=N/NC(=O)c1nnn(-c2nonc2N)c1CSc1ccc(C)cc1)c1ccncc1	-4	2	-8	x	-10	2	1	0
Clc1cccc(-c2cccc3nccn23)c1	-3	7	16	8	-19	-18	2	10
COc1ccc(S(=O)(=O)N2CCOC23CCN(S(=O)(=O)c2ccc(C)cc2)CC3)cc1	79	3	9	-4	18	-8	52*	-4

# Additional results.
mol	miR-122 sensor	EWS-Fli inh	LGR2 antag	FN deposition inh	PAX8 inh HTS	PGC1a acetyl inh	CASP6 VEID inh	Cneo AK release
Cc1ccc(OCc2nc(-c3cccnc3)no2)cc1C	x	-52	-29	-2	-90	x	1	-4
CC(=O)c1cccc(NC(=O)CN2C(=O)NC3(CCCCCCC3)C2=O)c1	0	x	-3	x	x	-3	x	4
COc1cc(CCc2ccc3c(c2)OCO3)oc(=O)c1	-3	-26	-11	x	x	1	-1	-10
C[C@@H]1CN([C@@H](C)CO)S(=O)(=O)c2ccc(C#CC3CC3)cc2O[C@H]1CN(C)C(=O)CC1CC1	24[16.7 µM]	-2	-5	-16	x	-10	0	44
Cn1cccc1-c1cc(C(=O)N/N=C/c2cccc(O)c2)[nH]n1	-4	-15	-37	-1	-29	-9	6	0
CC1=C(C(=O)Nc2cccc(C(=O)NC(C)c3ccccc3)c2)SCCO1 (centres undefined)	2	-3	-6	-4	-15	-8	-3	-2
COc1ccc(NC(=O)CSc2n[nH]c(-c3ccccn3)n2)cc1	3	21	6	7	8	x	-4	-6
COc1cc(/C=N/Nc2ccccc2[N+](=O)[O-])cc(OC)c1O	14	-30	-45	5	11	-9	2	0
CN1C(=O)c2cc(NC(=O)C3CCC3)ccc2OC[C@@H]2O[C@H](CC(=O)NCCc3ccncc3)CC[C@H]21	x	-11	-6	-2	4	-3	0	x
C[C@@H]1CN([C@@H](C)CO)S(=O)(=O)c2ccc(C3=CCCCC3)cc2O[C@H]1CN(C)C(=O)CC1CC1	14[16.7 µM]	6	19	1	x	2	-2	5
COc1ccc(C(C)=O)cc1Cn1c(C)c(C(=O)NCc2ccc(C(C)C)cc2)sc1=O	x	10	0	-5	8	x	-1	0
Cc1ccc(CNC(=O)CNC(=O)c2ccco2)cc1	0	5	-2	3	-5	-2	-1	-1

# Compound activity as filed in PubChem.
